# Screening data from PubChem BioAssay.
# H9c2 TAG inh: reduces triacylglycerol accumulation in H9c2 cells. Nile Red lipid (TAG) fluorescence; cells loaded with 200 µM oleic acid. AID 651582. inhibition, % at 12.5 µM. 230,000 tested, 0.66% active;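 active = pattern-corrected inhibition of lipid staining of at least 50% with the nuclear-stain viability signal not falling by more than 50%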;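 also: 0% = DMSO wells and 100% = triacsin C control wells; some results filed as inactive read as strong as hits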
# H9c2 TAG inh DAPI viability: recorded beside H9c2 TAG inh, whose call it bears; DAPI nuclei signal change (viability), lower = more cytotoxic, %;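 whole-well DAPI fluorescence read on a plate reader as a viability signal; minus 50 percent equals half of cells still viable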
# * = called active by the depositor. These rows are one share of the data. The share of hits here may be higher or lower than overall.
SMILES,H9c2 TAG inh,H9c2 TAG inh DAPI viability
COc1cc2c(c(OC)c1OC)-c1c(cc3c(c1OC)OCO3)C[C@H](C)[C@@](C)(O)C2,-32,-6
COc1ccc2ccccc2c1C1CC(=O)N2CN(Cc3ccco3)CSC2=C1C#N (stereo not given),-13,6
Cc1ccc(OCCNC(=O)Cc2ccc(F)cc2)cc1,4,-5
CC(=O)NC(CC(=O)NNC(=O)c1cccs1)c1ccccc1 (stereo not given),3,4
O=C(Nc1ccc2c(c1)OCO2)c1cc(C2CCCN(C(=O)C3CCCCC3)C2)on1 (stereo not given),6,-32
CSc1nnc(C)c(=O)n1COC(=O)c1ccccc1,6,-9
O=C(CCc1ccc(S(=O)(=O)N2CCOCC2)cc1)OCC(=O)c1ccccc1,9,-1
CC1=Nn2c(nnc2-c2ccccn2)SC1,-4,9
COc1c(Br)cc(Br)cc1/C=N/n1c(C)nnc1C,10,-6
COc1ccc(OC)c(S(=O)(=O)N2CCC(C(=O)NCCC3=CCCCC3)CC2)c1,6,-1
CCOc1cc(C(=O)NCCCNC(=O)c2cc(OCC)c(OCC)c(OCC)c2)cc(OCC)c1OCC,-9,8
CC1CCCCN1S(=O)(=O)c1ccc(C(=O)Nc2sccc2C(N)=O)cc1 (stereo not given),0,4
Cc1nc2cc(F)ccc2n1C1CCN(C(=O)c2ccc(F)cc2F)CC1,-1,6
O=C(CCN1c2ccccc2Sc2ccccc21)Nc1ccccc1,36,-3
NC(=O)CC(NC(=O)c1ccccc1)c1ccc(NCCN2CCCCC2)c([N+](=O)[O-])c1 (stereo not given),6,-15
O=C(N/N=C/c1ccco1)c1cccc([N+](=O)[O-])c1,-9,-3
Cc1ccccc1NC(=O)Nc1nc(CN)cs1,6,-12
Cc1c(/C=N\NC(=O)c2csc3ccccc23)cnn1C,11,-4
N#Cc1ccc(C23CC4CC(CC(C4)C2)C3)[nH]c1=O,-18,8
O=C(c1ccc(F)cc1)C1CCN(Cc2ccc(F)cc2)CC1,4,0
CCOc1ccc(/C=N/OCC(=O)Nc2cc(S(=O)(=O)N3CCOCC3)ccc2OC)cc1,-10,-1
C[C@@H]1CCCCO[C@H](CN(C)Cc2ccccc2)[C@@H](C)CN([C@H](C)CO)C(=O)c2cc(NS(=O)(=O)c3ccc(Cl)cc3)ccc2O1,27,3
COC(C[C@@H]1O[C@@H]1C(=O)COCc1ccccc1)OC,-5,-1
CC(C)C(NS(=O)(=O)c1cccc2nsnc12)C(=O)N1CCn2c1nc1ccccc12 (stereo not given),-10,1
Cc1ccc(C2=CSC3=NNC4(CCCCC4)NN23)cc1,-15,13
O=C(COC(=O)c1cccc(O)c1)c1ccccc1,-14,5
O=C(CC1Sc2ccccc2NC1=O)NNC(=O)Nc1ccc(Cl)cc1 (stereo not given),1,5
C=CCN1C(=O)CN=C1NCc1ccccc1,-3,-6
Cc1ccccc1OCCCn1c(CO)nc2ccccc21,-9,10
CN(C)C(=O)c1cccc(-c2cnc3c(NC=O)cc(-c4cc(F)c(F)c(F)c4)cn23)c1,23,0
COc1ccc(Cn2c(SCc3ccccc3C)nc3cc(OC)c(OC)cc3c2=N)cc1,59*,-23*
O=C(Nc1ccc(S(=O)(=O)C(F)F)cc1)c1cccc(S(=O)(=O)N2CCOCC2)c1,3,-7
Cn1c(=O)c([N+](=O)[O-])c(NCc2ccccc2Cl)c2ccccc21,0,9
CCN1C(=O)C(CC(=O)Nc2c(C)cccc2C)Nc2cc(S(=O)(=O)N(C)C)ccc21 (stereo not given),-2,7
CCN1C(=O)C(=O)N(CC(=O)N(C)CC(=O)Nc2ccccc2C(F)(F)F)C1=O,8,-9
Cc1ccn(-c2n[nH]c(C)c2[N+](=O)[O-])n1,1,3
CCCCSc1nc2c([nH]1)c(=S)n(C)c(=O)n2C,8,-5
COc1ccc(NS(=O)(=O)c2cc([N+](=O)[O-])ccc2N/N=C/c2c(C)[nH]c3ccccc23)cc1,-47,1
O=C(/C=C\Nc1cccc(F)c1)c1cccs1,2,-4
Cc1cc(NC(=O)Cn2nc(C(F)(F)F)c3c2CCC3)no1,-12,6
CN(C)C(CNC(=O)CCNC(=O)c1ccccc1Cl)c1ccco1 (stereo not given),6,-8
O=C(Nc1cccc2c1[nH]c(=O)c1ccccc12)C(F)(F)F,1,-5
O=C(NNC(=O)C1CCC1)c1ccccc1F,1,6
Brc1ccccc1-c1nc2c3ccccc3ncn2n1,-7,-3
CC(C)CC(=O)Nc1nnc(S(=O)(=O)N2CCc3ccccc32)s1,-6,1
N#CC1(NC(=O)CSc2nnc3n2CCCCC3)CCCCC1,-8,-7
CCN(C(=O)COC(=O)/C=C/c1ccc(OC)c(OC)c1)c1c(N)n(Cc2ccccc2)c(=O)[nH]c1=O,-1,0
COc1cc(OC)cc(-c2nc(N)n[nH]2)c1,5,-3
O=C(COc1cccc2ccccc12)Nc1ccc(Cl)cc1C(=O)O,-8,1
CC(=O)c1ccc(NC(=O)CSc2nc(=O)n(CCN3CCOCC3)c3c2CCC3)cc1,3,12
CC(=O)c1ccc(OCc2ncc(C(F)(F)F)cc2Cl)cc1,-7,2
COc1ccc(NC(=S)N2CCCC2)cc1OC,4,-2
CCc1ccc(-c2ccc(SCC(=O)Nc3nnc(C)s3)nn2)cc1,6,-6
COc1ccc(NC(=O)C(CC(=O)O)C(C)c2ccccc2)cc1 (stereo not given),7,-4
Cc1cnc(CNC(=O)c2ccc(OC3CCN(C(=O)C4CC4)CC3)cc2)cn1,2,0
Cn1c(=O)c2ncn(C)c2n(C)c1=O,-5,3
COc1cc(CN2CCCC(CO)(Cc3cccc(Cl)c3)C2)cc2c1OCO2 (stereo not given),-19,7
CCOc1ccc(NC(=O)CN(C)CC(=O)Nc2cccc(Cl)c2C)cc1OCC,15,-8
CCOC(=O)c1cc(OCC)c2c(ccc3ccccc32)n1,12,-4
C/C=C/c1ccc(OCCCNCC(C)O)c(OC)c1 (stereo not given),-22,5
# Following part.
SMILES,H9c2 TAG inh,H9c2 TAG inh DAPI viability
O=C(Nn1c(C2CCCCC2)nc2ccccc2c1=O)c1cc(Cl)ccc1[N+](=O)[O-],-4,3
O=[N+]([O-])c1ccccc1/C=N\N1CCN(c2ccccc2)CC1,-3,1
O=C1CCn2c1c(O)c1ccccc1c2=O,6,6
Fc1ccccc1NC(=S)NCc1ccc(Cl)cc1,-10,13
CC(NC(=O)COC(=O)C1(C)CC1(Cl)Cl)c1ccccc1 (stereo not given),-3,-1
COc1ccc(OCCC(=O)OCC(=O)NCc2ccccc2OC)cc1,8,0
COc1ccc(CCNS(=O)(=O)c2cc3c(cc2C)NC(=O)CO3)cc1OC,3,-2
Cc1ccc(C(=O)O/N=C\c2ccc(N3CCCCC3)c([N+](=O)[O-])c2)cc1,-4,-11
C/C=C(\C)C(=O)N1CC2(CC(c3cccc(NC(=O)COc4ccc(Cl)cc4)c3)=NO2)C[C@@H]1C(N)=O (stereo not given in full),8,8
CC(=O)NCC(=O)N(Cc1ccco1)C1(C(=O)NC2CCCCC2)CCCCC1,-7,-2
Cc1ccsc1C(=O)OCC(=O)NCc1ccco1,8,-12
O=C(NNC(=O)c1ccc2ccccc2c1)c1cccc(Br)c1,-9,3
COCc1cc(C)nc(SCC(=O)Nc2ccc3c(c2)OCO3)c1C#N,6,0
COc1ccc(CCNS(=O)(=O)c2cn(C)c(=O)n(C)c2=O)cc1OC,-8,12
CCCC[C@@H]1CNCCN1CCc1cccc(F)c1,9,10
CNS(=O)(=O)c1cccc(C(=O)OCC(=O)c2ccc3[nH]c(=O)[nH]c3c2)c1,0,-6
O=[N+]([O-])c1ccc(Oc2cccc(Br)c2)c2ccncc12,8,-9
CC12CC3CC(C)(C1)CC(CN1CCOCC1)(C3)C2,7,-9
Cc1cc(=O)n2[nH]cc(-c3ccccc3)c2n1,3,3
O=CN(CCN(C=O)CN1CCCCC1)CN1CCCCC1,4,-6
NC(N)=NS(=O)(=O)c1ccc(NC(=S)NC(=O)c2ccccc2)cc1,2,7
O=C(c1ccc(CNc2c(N3CCCC3)c(=O)c2=O)cc1)N1CCN(C2CCCCC2)CC1,-5,9
CCCCNC(=O)C(=O)NC(C)CCc1ccccc1 (stereo not given),-9,3
CCCOC(=O)CSc1nnc(-c2ccc(Cl)cc2Cl)o1,7,7
CCN(CC)C(=O)C1=C(C)N(CCC2=CCCCC2)C(=O)C(CC(=O)NCc2cccc3ccccc23)C1 (stereo not given),3,-7
O=C(Nc1cccc(Cl)c1)Nc1cccc(Cl)c1,16,-9
O=C(Nc1ccc(Oc2cccc(C(F)(F)F)c2)nc1)c1cccs1,-15,5
Cc1ccccc1OCCC(=O)OCC(=O)N1c2ccccc2NC(=O)C1(C)C,34,6
Cc1nn(Cc2ccc(Cl)c(Cl)c2)c(C)c1NC(=O)c1sc2ccccc2c1Cl,-15,-7
CN(CC(=O)Nc1ccc(Cl)cc1)C(=O)CN1C(=O)C2CCCCC2C1=O (stereo not given),3,-4
O=C(NC1CCCCCC1)c1ccc(-n2cnnc2)cc1,5,8
O=C(Cn1cnc2c(cnn2-c2ccccc2)c1=O)N1CCCc2ccccc21,-27,7
Cc1nc2c(OCCN3C(=O)c4ccccc4C3=O)cccn2c1N(C)C(=O)CCC1CCCC1,11,-8
CCc1ccc(OCC(=O)N(Cc2cccs2)C2CCS(=O)(=O)C2)cc1 (stereo not given),4,-4
NCCCCCc1cn(CC(=O)NCCCCCCCCCCC(=O)N2CCNCC2)nn1,6,1
CCCOc1ccc(C(=O)O)cc1,3,-8
O=c1[nH]c(-c2ccccn2)nc(C(F)(F)F)c1Br,-1,0
CCN(CC)CCOC(=O)c1ccc(Cl)cc1,9,-10
CC(C)N1CCCC(C)(C(=O)Nc2cccc(Oc3ccccc3)c2)C1 (stereo not given),-6,4
NC(=O)C1CCN(C(=S)c2cccs2)CC1,17,-9
Cc1csc(NC(C)c2nc3cc(C(F)(F)F)ccc3n2CCCO)n1 (stereo not given),-1,-7
CCOc1ccc(NC(=O)c2cc(S(=O)(=O)N3CCOCC3)cs2)cc1,4,-4
COCCn1c(CCC(=O)O)nc2c1c(=O)[nH]c(=O)n2CC(C)C,-3,8
CCSc1sccc1C1C(C#N)=C(N)N(c2cccnc2)C2=C1C(=O)CCC2 (stereo not given),-33,2
Cc1ccc2c(CC(=O)OCc3nc(N)nc(Nc4ccccc4C)n3)coc2c1,-14,1
Cc1ccccc1N1CCN(Cc2nc(Cc3ccccc3F)no2)CC1,-15,6
COc1ccc(Cn2c(=O)oc3ccccc32)cc1,-9,4
O=C(Nc1ccccc1F)C1CCCN(S(=O)(=O)c2ccccc2)C1 (stereo not given),-8,1
CCc1ccc(C(=O)NNc2cc(Cl)ccc2Cl)cc1,-19,-4
CN(CC(=O)NC1CCCc2ccccc21)S(=O)(=O)c1ccc2c(c1)c(=O)n(C)c(=O)n2C (stereo not given),2,-2
Cc1cccc(C)c1NC(=O)CN1CCN(C(=O)CNC(=O)Cc2cccc3ccccc23)CC1,0,-9
CCN(C(=O)COC(=O)c1ccc(O)cc1O)c1c(N)n(Cc2ccccc2)c(=O)[nH]c1=O,-3,-5
Nn1c(SCC(=O)N2CCOCC2)nnc1-c1ccc(Cl)cc1Cl,-7,13
O=C(CSc1cn(CCNC(=O)c2cccs2)c2ccccc12)NC1CCCCC1,12,-7
Cc1cnc(NS(=O)(=O)c2ccc(Cl)cc2)c(Br)c1,21,-14
Nc1nnc(CSc2ccc(Cl)cc2)s1,-6,-1
CCOc1ccc(-c2cc(C(=O)Nc3cccc(C(F)(F)F)c3)[nH]n2)c(C)c1,4,20
COC(=O)c1cc(C(=O)OCC(=O)c2ccc[nH]2)cc([N+](=O)[O-])c1,-2,6
COCCNC(=S)N1CCN(Cc2cccc(OC)c2)CC1,1,-4
O=C(O)CCC(=O)Nc1ccc(Br)cn1,-18,4
# More structures
SMILES,H9c2 TAG inh,H9c2 TAG inh DAPI viability
O=C(Nc1ccc2c(c1)OCO2)C1CC(=O)N(c2ccc3c(c2)OCCO3)C1 (stereo not given),3,-2
CCOC(=O)C1CCCN(C(=O)COc2ccccc2O)C1 (stereo not given),-23,-7
COc1ccc(OC)c(C(=O)CSc2nnc(C3CC3)n2C2CC2)c1,-2,3
O=C(NCc1ccc(F)cc1)c1cc2c(s1)CCCC2,-15,1
CN1CCN(CC(=O)NC23CC4CC(CC(C4)C2)C3)CC1,14,-5
Cc1ccc(Oc2nc3ccccc3n3c(C)nnc23)c(C)c1,-4,-7
Cc1cnc(CN2CCCC(C(=O)c3ccc4c5c(cccc35)CC4)C2)[nH]1 (stereo not given),9,41
Cc1cc(C)c(S(=O)(=O)N2C=CC(C(F)(F)F)=NCC2)c(C)c1,6,-3
